KCNH2 3.1 inh – blocks the human KCNH2 3.1 channel isoform. activity change, % (tested at about 1.8 µM). 340,000 tested, 0.95% active. U2OS KCNH2 3.1, thallium flux FluxOr; hits give low values;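 active = maximum activity change below -70%; inconclusive = maximum activity change from -70% to -50%; inactive = maximum activity change above -50%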;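 note: thallium influx rate constant from kinetic fluorescence after stimulation buffer; % is set by controls: 0 for no effect and ±100 for the full control effect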
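FluxOr-based Tl+ influx in U2OS cells transduced with KCNH2 3.1 virus; rate constants normalized to DMSO controls.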
Menin MLL FP TR – inhibitors of human menin-MLL interaction, mutant MLL peptide | O00255 | Menin + Texas Red MLL mutant peptide, fluorescence polarization | Potency, µM (series often up to 61.6 µM), for inactives: top-dose FP activity change, negative = inhibition, most hits filed as inhibitors | 270,000 tested, 0.23% active | AID 1768; active = well fitted inhibition curve with a large enough effect in the polarisation, with a control signal flat, not every such curve was filed as active; inconclusive = small, poorly fitted or top-dose-only effect, or effect the other way, or a change in a side signal; inactive = no such curve, though single readings can be large or run the other way; the % refers to the polarisation; note: potency is the fitted concentration of half-maximal effect; % of control where 0% means no effect; many of its hits are not listed in these tables
Rab9 promoter act – Rab9 promoter activation | Potency, µM (series often up to 9.22 µM), for the others: top-dose activation, negative = inhibition, most hits filed as activators | Huh7 Rab9 promoter-luciferase reporter, luminescence, 24 h | 320,000 tested, 2.8% active | AID 485297; note: potency is the fitted concentration of half-maximal effect; % of control where 0% means no effect; nearly all actives have a fitted effect of over 60% in size
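Measured in stably transfected Huh7 cells bearing a Rab9 promoter–luciferase construct: 24 h compound treatment at 37 °C, followed by luminescence detection.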
FLuc counter – counter-screen for miR-21 project: firefly luciferase inhibitors or activators. P08659. purified FLuc, Km substrates, luminescence inhibition. Potency, µM (highest dose often 57.5 µM), inactives show at the highest dose activity change, negative = inhibition, hits mostly inhibitors. 360,000 tested, 6.9% active. AID 588342;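 note: potency is the fitted concentration of half-maximal effect; plate controls were vehicle for no effect and reference inhibitor for full effect; nearly all actives have a fitted effect of over 55% in size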
Target sequence (P08659 whole entry, looked up): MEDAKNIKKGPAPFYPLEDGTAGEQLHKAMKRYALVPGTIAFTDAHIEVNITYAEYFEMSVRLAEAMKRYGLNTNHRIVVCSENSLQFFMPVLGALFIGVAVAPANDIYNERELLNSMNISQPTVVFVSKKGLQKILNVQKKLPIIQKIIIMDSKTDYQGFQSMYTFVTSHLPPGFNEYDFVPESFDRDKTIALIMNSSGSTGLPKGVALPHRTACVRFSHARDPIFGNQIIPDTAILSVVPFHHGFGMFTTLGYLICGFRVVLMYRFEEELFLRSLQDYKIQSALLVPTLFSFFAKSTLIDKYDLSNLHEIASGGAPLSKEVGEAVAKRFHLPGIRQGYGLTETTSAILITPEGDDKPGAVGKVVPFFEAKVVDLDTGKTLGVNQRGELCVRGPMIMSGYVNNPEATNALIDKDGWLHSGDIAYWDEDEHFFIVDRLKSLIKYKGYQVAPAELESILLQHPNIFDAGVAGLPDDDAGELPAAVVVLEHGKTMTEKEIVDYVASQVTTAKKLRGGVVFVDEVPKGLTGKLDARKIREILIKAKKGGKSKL
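Purified P. pyralis luciferase, 10 nM final, with Km-level 10 uM D-luciferin and 10 uM ATP in 50 mM Tris acetate pH 7.5, 10 mM Mg acetate, 0.01% Tween-20, 0.05% BSA; 6-point qHTS titration about 60 µM downward; luminescence read.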
Mito fusion act – inhibitors of mitochondrial division or activators of mitochondrial fusion; 320,000 tested, 0.23% active; AID 485298; Potency, µM (doses to about 46.1 µM), for the others: top-dose growth rescue (activation), most hits filed as activators; S. cerevisiae fusion-defective mutant growth rescue, CellTiterGlo 48 h;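 note: potency is the fitted concentration of half-maximal effect; % of control where 0% means no effect; nearly all actives have a fitted effect of over 45% in size; temperature-sensitive fusion mutants such as fzo1-1 at 37 °C on non-fermentable ethanol glycerol medium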
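Yeast fusion mutant, YPEG (non-fermentable carbon), compound, 48 h at 37C non-permissive; CellTiterGlo added, 10 min RT, luminescence read. Rescued growth = division inhibition.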
RORgamma inh – inhibitors of mouse ROR gamma transcriptional activity; P51450; Drosophila S2 Gal4-RORgamma UAS-luciferase reporter, 20 h; Potency, µM (highest dose often 53.6 µM), inactives show at the top dose activity change, negative = inhibition, usual class: inhibitors; 310,000 tested, 5.4% active; AID 2551; note: potency is the fitted concentration of half-maximal effect; % is set by controls: 0 for no effect and ±100 for the full control effect; nearly all actives have a fitted effect of over 60% in size
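Luminescence from a UAS-regulated Photinus luciferase reporter in stably transfected Drosophila Schneider cells is measured; decreased signal marks ROR gamma inhibition. Fusion expression is induced by 700 uM copper sulfate for 20 hr.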
ELG1 DNA repair – blocks ELG1-dependent DNA repair in HEK293T cells. HEK293T ELG1-luciferase reporter, luminescence, 16 h; DNA damage induced by 5-fluorouridine. Potency, µM (top dose mostly 46.1 µM), without a hit: at the highest dose activity change, negative = inhibition, usual class: inhibitors. 330,000 tested, 2.3% active; note: potency is the fitted concentration of half-maximal effect; % is set by controls: 0 for no effect and ±100 for the full control effect; nearly all actives have a fitted effect of over 55% in size
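In this reporter screen, reduction of luminescence relative to DMSO vehicle indicated activity. Compounds and 5-fluorouridine were added together to 2,000 cells per well, incubated for 16 hr at 37 °C, then developed with ONE-Glo.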
PKM2 act – activators of human pyruvate kinase M2 | P14618 | purified PKM2, Kinase-Glo ATP luminescence, activation; response scale: 0% is enzyme alone, no compound | Potency, µM (series often up to 57.5 µM), without a hit: at the highest dose activation, hits mostly activators | 260,000 tested, 0.34% active; note: potency is the fitted concentration of half-maximal effect; % is set by controls: 0 for no effect and ±100 for the full control effect; nearly all actives have a fitted effect of over 55% in size
Target sequence (P14618 whole entry, looked up): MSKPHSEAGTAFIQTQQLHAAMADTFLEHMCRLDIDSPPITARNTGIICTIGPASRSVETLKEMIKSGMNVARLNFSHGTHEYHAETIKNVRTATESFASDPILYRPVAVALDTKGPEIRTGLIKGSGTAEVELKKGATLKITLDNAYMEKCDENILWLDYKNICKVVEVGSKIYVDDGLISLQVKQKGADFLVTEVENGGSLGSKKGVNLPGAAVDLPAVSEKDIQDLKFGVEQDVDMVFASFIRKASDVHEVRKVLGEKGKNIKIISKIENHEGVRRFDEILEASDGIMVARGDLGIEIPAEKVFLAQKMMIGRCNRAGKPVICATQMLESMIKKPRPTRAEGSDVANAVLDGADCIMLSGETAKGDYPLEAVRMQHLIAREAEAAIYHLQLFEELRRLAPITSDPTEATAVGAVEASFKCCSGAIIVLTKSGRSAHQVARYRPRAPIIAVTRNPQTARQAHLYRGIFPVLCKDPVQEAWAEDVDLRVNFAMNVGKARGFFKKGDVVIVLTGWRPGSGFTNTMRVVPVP
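ATP formation by purified human PK-M2, quantified via coupled luciferase luminescence after 1 h at room temperature with 0.1 mM ADP and 0.5 mM PEP final.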
Gal4-VP16 FLuc – counter-screen for ROR gamma inhibitors: Gal4-VP16 reporter | Drosophila S2 Gal4-VP16 UAS-luciferase, luminescence, 20 h | AID 2546 | Potency, µM (titrated, usually from 53.6 µM), for inactives: at the top dose activity, negative = inhibition, actives largely listed as inhibitors | 310,000 tested, 3.5% active;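 note: Gal4-VP16 expression switched on by copper sulfate through the metallothionein promoter; potency is the fitted concentration of half-maximal effect; % is set by controls: 0 for no effect and ±100 for the full control effect; nearly all actives have a fitted effect of over 50% in size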
MBNL1-CUG inh – blocks human MBNL1 binding to CUG repeat RNA; Potency, µM (highest dose often 57.5 µM), for the others: top-dose activity change, negative = inhibition, most hits filed as inhibitors; Q9NR56; 280,000 tested, 0.036% active; TR-FRET MBNL1-His/biotin-(CUG)12 binding, 665/545 ratio; active = well fitted inhibition curve with a large enough effect in the signal ratio, with a control signal flat, not every such curve was filed as active; inconclusive = small, poorly fitted or top-dose-only effect, or effect the other way, or a change in a side signal; inactive = no such curve, though single readings can be large or run the other way; the % refers to the signal ratio; note: potency is the fitted concentration of half-maximal effect; % is set by controls: 0 for no effect and ±100 for the full control effect
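His-tagged MBNL1 binding to biotinylated (CUG)12 RNA was measured by TR-FRET using terbium anti-His antibody (0.055 ng/ul final) and streptavidin-XL665 (5 nM final). Compounds were titrated 92 nM to 58 uM; 60 min at room temperature.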
NPC1 prom act – activates the NPC1 promoter; Huh7 NPC1 promoter luciferase reporter, 24 h; 320,000 tested, 2.4% active; Potency, µM (series often up to 9.22 µM), for the others: at the highest dose activation, hits mostly activators;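 note: potency is the fitted concentration of half-maximal effect; % of control where 0% means no effect; nearly all actives have a fitted effect of over 60% in size; reporter is driven by a mutant NPC1 promoter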
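Huh7 reporter cells (NPC1 promoter driving luciferase) are dosed with compound for 24 h at 37 °C, 5% CO2; luciferase detection reagent is then added and luminescence measured after 10 min at ambient temperature.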
* marks the source's active call; other numbers are inactive results; ? = inconclusive; . = not tested or not shown; & = joins results of further samples; [ ] = dose if it differs, or a comment. Unless noted, calls come from the whole dose curve; as a rule, active = well fitted curve in the direction sought with a large enough effect; inconclusive = small, poorly fitted or top-dose-only effect, or another doubt; inactive = no such curve, though single readings can be large; an effect the other way counts as inactive or inconclusive. Some of the compounds tested; the hit share may differ from the screen's.

SMILES	KCNH2 3.1 inh	Menin MLL FP TR	Rab9 promoter act	FLuc counter	Mito fusion act	RORgamma inh	ELG1 DNA repair	PKM2 act	Gal4-VP16 FLuc	MBNL1-CUG inh	NPC1 prom act
CCOC(=O)CNC(=O)N1c2ccccc2Sc2ccccc21	1	6%	-2%	0%	0%	?	-2%	11%	-3%	1%	-8%
Cc1oc2ccc(OC(=O)N(C)C)cc2c1C(=O)OC(C)C	-6	-8%	-11%	-3%	-10%	-38%	-3%	-3%	-8%[0.365 µM]	-3%	-4%
Cc1ccsc1C(=O)C1CCCN(Cc2cc3ccccc3o2)C1 (stereo not given)	-13	-9%	-3%	-7%	17%	11%	5%	0%	-4%	1%	-2%
CCN1CCN(c2ccc(NC(=O)C(C)C)cc2Cl)CC1	3	91%[activator]	-1%	-1%	-5%	14%	3%	9%	6%	-8%	-1%
O=C(Nc1c[nH]c(=O)[nH]c1=O)c1cc([N+](=O)[O-])cc([N+](=O)[O-])c1	2	-4%	0%[1.84 µM]	1%	7%	18%	14%	.	-16%	?	-3%
CNC(=S)N1CC2CC(C1)c1cccc(=O)n1C2 (stereo not given)	4	1%	2%	-1%	-2%	-4%	7%	-3%	-15%	-10%	0%
O=c1nc(/C=C/c2ccc(Cl)cc2Cl)cc(C(F)(F)F)[nH]1	7	15%	0%	11µM*	-4%	?	15%	2%	?	?	1%
O=Cc1c(C(=O)O)n(Cc2ccccc2F)c2ccccc12	-8	20%	-1%	-3%	19%	0%	?	.	-2%	-12%	3%
CNC(=O)COC(=O)c1ccc(-c2nc3ccccc3s2)s1	21	0%	20%	1.1µM*	-6%	0.5µM*	?	-19%	0.32µM*	?	?
C/C=C(\C)C(=O)OC1C(C)=C2C(C1OC(=O)CCCCC)C(C)(OC(C)=O)CC(OC(=O)CCC)C1(O)C2OC(=O)C1(C)O (stereo not given)	.	.	-45%[inhibitor]	4%	-30%	?	?	8%	18µM*	1%	-50%[inhibitor]
CN(C)CCN(CC1CCCN(Cc2ccccc2F)C1)C(=O)Cc1ccccc1F (stereo not given)	-12	-12%	-2%	6%	-3%	-1%	-2%	0%	-15%	3%	2%
CNc1ccc2oc(C[C@H]3O[C@@]4(CC[C@H]3C)O[C@H]([C@H](C)C(=O)c3ccc[nH]3)[C@H](C)C[C@H]4C)nc2c1C(=O)O	-4	-15%	-42%[inhibitor][46.1 µM]	0%	?	-9%	5.8µM*	-3%	1.3µM*	-3%	-26%[46.1 µM]
COC(=O)c1[nH]c2ccc(C)cc2c1NC(=O)Oc1ccccc1	13	18%	17%	-21%	2%	15%	?	-1%	3%	2%	8%
COC(=O)C(O)(c1ccc(NC(=O)c2cccs2)cc1)C(F)(F)F (stereo not given)	3	.	?	15µM*	-1%	?	?	5%	17%	.	26%
CC(=O)N1N=C2C3CCN(CC3)C2C1c1ccc(Br)cc1 (stereo not given)	-2	.	1%	-1%	-3%	-8%	-3%	3%	2%	-3%	0%
COP(=O)(OC)C(O)C(Cl)(Cl)Cl (stereo not given)	.	-1%&-4%	-1%	6%	-1%	-3%	12%	5%	-10%&-2%	23%	1%
Cc1ccc(N=Cc2c(O)n(C)c(=O)n(C)c2=O)cc1	-1	4%	24%	12µM*	-2%	42%	25%	0%[11.5 µM]	9%	-2%	19%
Nc1nnc(P(c2ccccc2)c2ccccc2)s1	3	.	0%	2%	0%	3%	?	0%	-1%	5%	4%
COc1ccc2c(C)c(CCC(=O)N3C[C@H]4C[C@@H](C3)c3cccc(=O)n3C4)c(=O)oc2c1	-2	-2%	-4%	0%	2%	-14%	26%	-1%	-4%	1%	-2%
O=S(=O)(NC1CCCC1)OCC(Cl)(Cl)Cl	3	-8%	4%	1%	3%	0%	?	-7%	2%	-5%	-5%

Seven compounds from above, arranged by molecular weight, falling:
SMILES	KCNH2 3.1 inh	Menin MLL FP TR	Rab9 promoter act	FLuc counter	Mito fusion act	RORgamma inh	ELG1 DNA repair	PKM2 act	Gal4-VP16 FLuc	MBNL1-CUG inh	NPC1 prom act
C/C=C(\C)C(=O)OC1C(C)=C2C(C1OC(=O)CCCCC)C(C)(OC(C)=O)CC(OC(=O)CCC)C1(O)C2OC(=O)C1(C)O (stereo not given)	.	.	-45%[inhibitor]	4%	-30%	?	?	8%	18µM*	1%	-50%[inhibitor]
CNc1ccc2oc(C[C@H]3O[C@@]4(CC[C@H]3C)O[C@H]([C@H](C)C(=O)c3ccc[nH]3)[C@H](C)C[C@H]4C)nc2c1C(=O)O	-4	-15%	-42%[inhibitor][46.1 µM]	0%	?	-9%	5.8µM*	-3%	1.3µM*	-3%	-26%[46.1 µM]
COc1ccc2c(C)c(CCC(=O)N3C[C@H]4C[C@@H](C3)c3cccc(=O)n3C4)c(=O)oc2c1	-2	-2%	-4%	0%	2%	-14%	26%	-1%	-4%	1%	-2%
O=c1nc(/C=C/c2ccc(Cl)cc2Cl)cc(C(F)(F)F)[nH]1	7	15%	0%	11µM*	-4%	?	15%	2%	?	?	1%
CCOC(=O)CNC(=O)N1c2ccccc2Sc2ccccc21	1	6%	-2%	0%	0%	?	-2%	11%	-3%	1%	-8%
CCN1CCN(c2ccc(NC(=O)C(C)C)cc2Cl)CC1	3	91%[activator]	-1%	-1%	-5%	14%	3%	9%	6%	-8%	-1%
Nc1nnc(P(c2ccccc2)c2ccccc2)s1	3	.	0%	2%	0%	3%	?	0%	-1%	5%	4%

The listing continues.
SMILES	KCNH2 3.1 inh	Menin MLL FP TR	Rab9 promoter act	FLuc counter	Mito fusion act	RORgamma inh	ELG1 DNA repair	PKM2 act	Gal4-VP16 FLuc	MBNL1-CUG inh	NPC1 prom act
CN(C)CC1CCCCC1OC(=O)Cc1ccc(Cl)c([N+](=O)[O-])c1 (stereo not given)	9	39%[activator]	-5%	-3%	-2%	?	6%	-1%	-1%	15%	-4%
COc1ccc(-c2nc(NC(=O)Cn3c(=O)oc4ccccc43)sc2C)cc1	-1	-2%	2%	1%	26%	34%	?	0%	?	-14%	2%
COC(=O)C1=C(c2ccc(F)cc2OCc2ccccc2)C[C@@H]2CC[C@H]1N2C(=O)NCc1ccc(N(C)C)cc1	-29	.	-4%	2%	?	.	?	.	.	.	-2%
COc1ccc(NC(=O)CN(C)S(=O)(=O)c2ccc3[nH]c(=O)oc3c2)cc1	11	?	?	-7%	16%	0%	6%	.	1%	-6%	2%
CN1C2c3ccccc3C3C4c5ccccc5C(C31)C(C2[N+](=O)[O-])N4C (stereo not given)	-12	-4%	2%	2%	-67%[inhibitor]	-5%	-1%	-4%	-6%	-4%	0%
CN(C)C(=O)O/N=C(\N)COc1ccc(C(C)(C)C)cc1	14	.	15%	?	-25%	?	?	5%	?	.	25%
N#Cc1cc2c(nc1SCC(=O)Nc1cc(Cl)ccc1Cl)C1CCN2CC1	-17	-15%	?	-1%	24%	?	9%	2%	-3%	13%	16%
CCC(C)n1c(O)c(/C=N/NC(=O)c2ccncc2)c(=O)[nH]c1=S (stereo not given)	-9	?	-3%	-29%	-6%	?	14%	6%	?	?	0%
CN1CCN(Cc2nnc3n2-c2ccc(Cl)cc2C(c2ccccc2)=NC3)CC1	-12	-2%	1%	-1%	-6%	3%	11%	-1%	4%	-23%	4%
CC1CN(C)C(C)(C)CC1(O)c1ccccc1 (stereo not given)	4	.	1%	1%	-13%	-3%	6%	-2%	3%	-14%	-3%
S=c1[nH]nc(-c2ccn[nH]2)n1-c1ccccc1Cl	2	.	24%	?	3%	?	?	0%	-16%	0%	17%
O=c1[nH]c(=S)n(-c2ccc(Cl)cc2)c(O)c1/C=N/N1CCOCC1	2	.	-5%	1%	6%	-23%	-3%	0%	-15%	.	1%
